HIF act = HIF pathway transcriptional activation; U2OS HRE-luciferase reporter, luminescence; normalized: DMSO 0%, desferrioxamine 100%; activation, % at 7.5 µM (by protocol); 300,000 tested, 0.32% active; AID 1910;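 active = mean activation of at least 10% of the iron chelator positive control signal, with at least half of replicates also reaching 10%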
TRPC4 inh = TRPC4 (mouse) channel inhibition. 300,000 tested, 0.39% active. B-score at 10 µM. HEK293 TRPC4beta/mu-opioid, DAMGO-evoked Fluo4 calcium flux; stronger effect = lower value. Q9QUQ5. AID 2247;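 active = B-score over 3 SD under the library average, no early fluorescence shift, positive overall ratio signal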
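Material: HEK293 cells with stable TRPC4beta plus mu-opioid receptor expression; probe or stimulus: DAMGO in two steps, submaximal then maximal; technique: Fluo4 calcium fluorescence by kinetic imaging, 5 s 1 Hz baseline; measure: integrated fluorescence ratio relative to baseline, converted to per-well B score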
MrgX1 allo act = human MrgX1 positive allosteric modulation, primary screen. Q96LB2. MrgX1-HEK293, Fluo-4 calcium flux, FDSS; stronger effect = higher value. 310,000 tested, 0.63% active. AID 588675. B-score at 10 µM;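 active = plate-corrected calcium response at least 3 library SD above typical, normal starting fluorescence, not activating the receptor alone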;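 note: compound read alongside a low EC10 to EC30 dose of BAM8-22 agonist; peak minus trough fluorescence over baseline measured at the second addition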
TRPC6 activator = activators of mouse TRPC6 channel; Q61143; HEK293-TRPC6 membrane potential dye fluorescence; stronger effect = higher value; B-score at 10 µM; 310,000 tested, 0.13% active; AID 2550;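 active = B-score of the integrated fluorescence ratio above library mean plus 3 SD, and starting fluorescence ratio within library mean plus 5 SD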;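 note: higher score means more depolarization so channel activation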
Target sequence (Q61143 whole entry, looked up): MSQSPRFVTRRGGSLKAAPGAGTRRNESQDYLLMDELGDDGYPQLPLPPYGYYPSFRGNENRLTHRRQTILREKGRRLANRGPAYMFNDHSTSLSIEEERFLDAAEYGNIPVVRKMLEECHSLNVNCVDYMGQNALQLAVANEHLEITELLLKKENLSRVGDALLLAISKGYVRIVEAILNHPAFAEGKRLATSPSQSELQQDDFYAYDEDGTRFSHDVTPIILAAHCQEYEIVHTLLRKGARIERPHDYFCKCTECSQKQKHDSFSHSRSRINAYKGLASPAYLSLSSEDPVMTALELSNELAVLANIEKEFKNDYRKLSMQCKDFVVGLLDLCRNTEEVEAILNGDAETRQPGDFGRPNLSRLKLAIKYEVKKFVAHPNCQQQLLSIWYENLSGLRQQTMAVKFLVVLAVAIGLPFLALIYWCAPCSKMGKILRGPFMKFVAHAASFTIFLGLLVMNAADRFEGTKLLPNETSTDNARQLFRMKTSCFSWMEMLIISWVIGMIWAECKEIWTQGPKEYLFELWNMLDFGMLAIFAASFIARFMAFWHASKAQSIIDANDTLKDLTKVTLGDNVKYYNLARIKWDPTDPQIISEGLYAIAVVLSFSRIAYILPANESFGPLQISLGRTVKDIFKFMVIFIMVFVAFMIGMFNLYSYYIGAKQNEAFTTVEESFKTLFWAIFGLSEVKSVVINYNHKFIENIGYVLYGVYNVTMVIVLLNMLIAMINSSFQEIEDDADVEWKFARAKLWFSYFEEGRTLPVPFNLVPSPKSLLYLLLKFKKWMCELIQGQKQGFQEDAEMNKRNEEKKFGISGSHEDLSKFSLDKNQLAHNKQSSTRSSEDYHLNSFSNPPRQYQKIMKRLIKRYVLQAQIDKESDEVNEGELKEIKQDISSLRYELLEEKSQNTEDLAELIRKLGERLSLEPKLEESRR
PolyA inhibitor = inhibitors of polyadenylation in S. cerevisiae; 300,000 tested, 0.02% active; S. cerevisiae SKY197-pL101 polyadenylation reporter, beta-gal luminescence; efflux-impaired pdr1/pdr3 knockout yeast; score 100 = 6 SD above DMSO; AID 1875; calls only at 12 µM;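 active = lowest replicate activity score at least 50, where 100 means six control SD above control mean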;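 note: yeast exposed to compound for 9 h at 30 °C; higher score means more reporter readthrough which indicates perturbed polyadenylation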
AI-2 QS modul = Vibrio harveyi AI-2 quorum sensing modulation; Vibrio harveyi JMH597 AI-2 luminescence/OD600 ratio, 9 h; stronger effect = lower value; strain lacks LuxN and CqsS sensors; 0 = neutral-control median; activity change, % at 7.5 µM; 300,000 tested, 0.4% active; in the data active = activity change below about -75%, passing the limit was not always enough;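 note: luminescence divided by OD600 gain over 9 h not by final OD600 alone; inactives centre near 13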
TRPC4 act = TRPC4 (mouse) channel activation. Q9QUQ5. HEK293 TRPC4beta/mu-opioid, Fluo4 calcium fluorescence; stronger effect = higher value. B-score at 10 µM. 310,000 tested, 0.49% active. AID 2237;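 active = B-score above 5 SD of library B-scores, and initial fluorescence ratio not above library mean plus 5 SD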;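 note: positive B-score marks a calcium rise read as TRPC4 activation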
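System – HEK293 cells stably co-expressing mouse TRPC4beta and mu-opioid receptor · Signal – Fluo4 calcium-sensitive dye fluorescence, kinetic, 1 Hz baseline · Benchmarks – buffer (low) and maximal DAMGO (high) · Read-out – B score of integrated fluorescence ratio per well · Incubation – dye loading 45 min room temperature, 110 s kinetic read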
TRPC6 inhibitor = blocks the mouse TRPC6 cation channel | HEK293-TRPC6, membrane potential dye, ACh-evoked depolarization; stronger effect = lower value | B-score at 10 µM | 310,000 tested, 1.1% active | Q61143 | AID 2553;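 active = B-score under library mean minus 3 SD, initial fluorescence not abnormally high, positive integrated signal ratio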;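 note: B-score derived from integrated fluorescence ratio over the kinetic read; more negative B-score means stronger inhibition of depolarization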
TRPC4 PAM = allosteric potentiators of mouse TRPC4 channel; B-score at 10 µM; 310,000 tested, 0.42% active; HEK293 TRPC4beta/mu-opioid, DAMGO EC20, Fluo-4 Ca2+ flux; stronger effect = higher value; AID 2227; Q9QUQ5;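 active = B-score of calcium response area above 5 SD of library B-scores, with initial fluorescence ratio within 5 SD of library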;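 note: B-score of integrated fluorescence ratio over time as area under calcium response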
MrgX1 ag = agonists of human MrgX1 receptor; MrgX1-HEK293 cells, Fluo-4 calcium fluorescence, agonist mode; stronger effect = higher value; B-score at 10 µM; 310,000 tested, 0.44% active; AID 588627;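 active = calcium response B-score plate-corrected fluorescence ratio at least 3 library SD, with starting fluorescence B-score inside 5 SD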
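Assay system: stable human MrgX1 HEK293 cell line. Quantity: 15,000 cells per well. Schedule: cells plated overnight, dye loaded 0.5 h 37 °C, 0.5 h room temperature. Detection: Fluo-4 NW calcium-flux fluorescence, kinetic read. Read-out basis: peak-minus-minimum fluorescence over baseline, converted to B scores. Control set: positive and negative control wells on each plate.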
MrgX1 antagonist = blocks BAM8-22 activation of human MrgX1 receptor | Q96LB2 | MRGX1-HEK293 calcium flux, Fluo-4, BAM8-22 antagonism; stronger effect = lower value | B-score at 10 µM | 310,000 tested, 1.3% active | AID 588676;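 active = calcium-response B-score plate-corrected more than 3 library SD below zero, starting fluorescence within 5 deviations, no agonist response on first addition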;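 note: peak minus trough fluorescence over baseline after final BAM8-22 challenge near maximal dose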
Active calls of the source: *; i = inactive; nt = not tested or not shown. Only part of the results is shown (hit frequency here may not be typical).

SMILES	HIF act	TRPC4 inh	MrgX1 allo act	TRPC6 activator	PolyA inhibitor	AI-2 QS modul	TRPC4 act	TRPC6 inhibitor	TRPC4 PAM	MrgX1 ag	MrgX1 antagonist
COc1ccc(CN(C)Cc2nc3cc(OC)c(OC)cc3c(=O)[nH]2)c(OC)c1	0.3	i	i	i	i	27	i	i	i	i	i
Cn1c(SCC(=O)Nc2ccccc2)nnc1-c1ccc2nonc2c1	-0.6	i	i	i	i	22	i	i	i	i	i
CC(=O)c1ccc(N2C(=O)C3C4C=CC(CC4)C3C2=O)cc1 (stereo unspecified)	-0.4	i	i	i	i	27	i	i	i	i	i
CN(Cc1ccccc1)S(=O)(=O)c1ccc(Cl)nc1	-0.3	i	i	i	i	3	i	i	i	i	i
CCOc1ccc(CNC(=O)c2ccc(Sc3ccc(Cl)cc3)c(NC(C)=O)c2)cc1OC	-0.4	i	i	i	i	8	i	i	i	i	i
COc1cc(O)c(CCC(=O)c2ccc(OC)c(OC)c2)c(OC)c1	-18	i	i	i	i	1	i	i	i	i	i
COCCc1nc2ccc(C(=O)N3CCCCC3COC)cc2o1 (stereo unspecified)	-0.1	i	i	i	i	13	i	i	i	i	i
FC(F)C(F)(F)c1cc(-c2ccccc2)n[nH]1	0.8	i	i	i	i	-5	i	i	i	i	i
COc1ccc(OCCSc2nc(C)c(Cc3ccccc3)c(=O)[nH]2)cc1	-1.1	i	i	i	i	14	i	i	i	i	i
CCN(CC)S(=O)(=O)c1ccc(Cl)c(C(=O)Nc2cc(C)nn2-c2ccccc2C(F)(F)F)c1	0.2	i	i	i	i	31	i	i	i	i	i
Cc1sc(-c2ccncc2)nc1OC(=O)c1cc(Cl)cc(Cl)c1	-0.3	i	i	i	i	28	i	i	i	i	i
CCc1ccc(OC(C)C(=O)Nc2ccc(S(=O)(=O)Nc3cc(C)on3)cc2)cc1 (stereo unspecified)	-0.5	i	i	i	i	12	i	i	i	i	i
Cc1oc(S(=O)(=O)N2CCOCC2)cc1C(=O)Nc1ccc(Cl)cc1	-0.3	i	i	i	i	19	i	i	i	i	i
CN(C(=O)c1cc2ccccc2cc1O)C1CCCCC1	0.0	i	i	i	i	16	i	i	i	i	i
Cc1ccc(SCC(=O)NCCc2ccc(F)cc2)cc1	0.3	i	i	i	i	20	i	i	i	i	i
O=C(NCCCN1CCOCC1)c1ccc(NC(=O)C2COc3ccccc3O2)cc1 (stereo unspecified)	-0.2	-6*	i	i	i	-2	78*	i	i	i	i
COC(=O)c1cc(NC(=O)c2ccccc2)c(=O)oc1C	0.3	i	i	i	i	32	i	i	i	i	i
Cc1cc(C)nc(SCc2nnc(SCC(=O)Nc3c(C)cccc3C)o2)n1	-0.3	i	i	i	i	21	i	i	i	i	i
OCC1(CCc2ccccc2)CCCN(CCCc2ccccc2)C1 (stereo unspecified)	-1.1	i	i	i	i	24	i	i	i	i	i
COc1ccnc(Oc2ccc(F)cc2)c1C(=O)N/C=N/OCc1ccc(Cl)cc1Cl	0.0	i	i	i	i	16	i	i	i	i	i
NC(=O)C1CCN(C(=O)CN(c2cccc(C(F)(F)F)c2)S(=O)(=O)c2ccccc2)CC1	0.0	i	i	i	i	10	i	i	i	i	i
CC1(C)CC(NS(=O)(=O)c2ccc(Cl)cc2)CC(C)(C)N1	-0.3	i	i	i	i	23	i	i	i	i	i
O=C(CCC(NC(=O)OCc1ccccc1)C(=O)O)OCc1ccccc1 (stereo unspecified)	-0.2	i	i	i	i	33	i	i	i	i	i
Cc1cccc(C)c1NC(=O)Cn1nc(-c2ccccc2)nc1-c1ccccc1	-0.1	i	i	i	i	-1	i	i	i	i	i
Cc1ccc(NC(=O)CN(C)S(=O)(=O)c2ccc3c(c2)n(C)c(=O)c(=O)n3C)cc1	-0.2	i	i	i	i	23	i	i	i	i	i
O=C(c1cc(-c2ccccn2)nc2ccc(Br)cc12)N1CCN(S(=O)(=O)c2ccccc2)CC1	-0.2	i	i	i	i	26	i	i	i	i	-6.7*
COC(=O)c1ccccc1NC(=O)c1ccc(NS(C)(=O)=O)cc1	-0.1	i	i	i	i	25	i	i	i	i	i
COc1ccccc1N1CCN(C(=O)CCNC(=O)Cn2ccc3ccccc3c2=O)CC1	-0.5	i	i	i	i	nt	i	i	i	i	i
Cc1cc(C)c(S(=O)(=O)Nc2ncccc2C)c(C)c1	0.3	i	i	i	i	11	i	i	i	i	i
CCOC(=O)c1c(NC(=O)CSc2nnc3ccccn23)sc2c1CCC2	-0.4	i	i	i	i	10	i	i	i	i	i
COC(=O)c1cc(NC(=O)N2c3ccccc3Sc3ccccc32)cc(C(=O)OC)c1	-0.7	i	i	i	i	14	i	i	i	i	i
O=C(NC(=S)N1CCN(C/C=C/c2ccccc2)CC1)c1ccc(F)cc1	-0.5	i	i	i	i	-1	i	i	i	i	i
CC(C)(C)c1ccc(OCC(=O)N(c2ccccn2)C2CCCCC2)cc1	-0.4	i	i	i	i	18	i	i	i	i	i
Cc1ccccc1C(=O)Nc1ccc2c(c1)OCO2	-0.1	i	i	i	i	7	i	i	i	i	i
O=C(NC(=S)N1CCc2ccccc21)c1ccccc1	-0.5	i	i	i	i	4	i	i	i	i	i
Cc1ccc(O)c(NC(=O)c2ccc3c(c2)C(=O)N(CC(C)C)C3=O)c1	3.6	i	i	i	i	1	i	i	i	i	i
COCCCNC(=O)COC(=O)c1ccc(-c2nc3ccccc3s2)s1	0.3	i	i	i	i	-3	i	i	i	i	i
O=C(Nc1ccc(S(=O)(=O)N2CCCC2)cc1Cl)C1=COCCO1	-0.6	i	i	i	i	28	i	i	i	i	i
Cc1ccc(C(=O)N2CCN(S(=O)(=O)c3ccc(C)c([N+](=O)[O-])c3)C2)cc1	-0.2	i	i	i	i	8	i	i	i	i	i
COc1ccc(C2=NN(C(=O)c3cccs3)C(c3ccc(OC)cc3)C2)cc1 (stereo unspecified)	-0.1	i	i	i	i	18	i	i	i	i	i
NNC(=O)COc1ccc(C2SCCS2)cc1	-0.1	i	i	i	i	37	i	i	i	i	i
CNc1c(-n2cc(C(=O)OC)c(C(=O)OC)c2C(=O)OC)c(=O)n(C)c(=O)n1C	-14	i	i	i	i	2	i	i	i	i	i
CCC(=O)Nc1cc(=O)[nH]c2ncnn12	0.0	i	i	i	i	23	i	i	i	i	i
Cc1ccc(C2CCN(C(=S)NC(C)C)C2)cc1 (stereo unspecified)	1.0	i	i	i	i	18	i	i	i	i	i
COCCCNCC(O)C(F)(F)F (stereo unspecified)	-0.9	i	i	i	i	14	i	i	i	i	i
CCC1CCCCN1CCCNC(=O)CC1Oc2ccccc2NC1=O (stereo unspecified)	nt	i	i	i	i	5	i	i	i	i	i
Cc1cc2cc(CN(CCCN3CCOCC3)C(=O)NC3CCCCC3)c(=O)[nH]c2cc1C	0.5	i	i	i	i	18	i	i	i	i	i
COc1cccc(CSc2nnc(-c3ccncc3)n2N)c1	-0.4	i	i	i	i	10	i	i	i	i	i
Cc1nc(C)c(-c2csc(NCc3ccco3)n2)s1	0.2	i	i	i	i	-11	i	i	i	i	i
Cc1cccc(Cn2c(N3CCCCC3C)nc3c2c(=O)[nH]c(=O)n3C)c1 (stereo unspecified)	0.0	i	i	i	i	-4	i	i	i	i	i
CCn1c(CNc2nc(-c3ccccc3)cs2)nnc1SCC(=O)NCc1ccccc1	-0.7	i	i	i	i	22	i	i	i	i	i
O=C(c1cc[n+]([O-])cc1)N1CCCC(N2CCN(c3cccc(C(F)(F)F)c3)CC2)C1 (stereo unspecified)	0.2	i	i	i	i	6	i	i	i	i	i
CNc1ncc(C(=O)c2ccc(Cl)cc2)s1	1.5	i	i	i	i	1	i	i	i	i	i
CCN(CC)C(=O)C1CCCN(Cc2ccccc2F)C1 (stereo unspecified)	-0.3	i	i	i	i	1	i	i	i	i	i
CCc1ccc(/C=C2\SC(=S)N(CCCC(=O)Nc3ccccn3)C2=O)cc1	-4.1	i	i	i	i	6	i	i	i	i	i
CCn1c(SCC(=O)Nc2ccc(C(C)=O)cc2)nc2nc3c(cc2c1=O)COC(C)(C)C3	1.8	i	i	i	i	17	i	i	i	i	i
CC1(C)CC(=O)C2=C(C1)OC(N)=C(C#N)[C@@H]2c1ccccc1[N+](=O)[O-]	0.0	i	i	i	i	23	i	i	i	i	i
CCc1ccc(NC(=O)Nc2ccon2)cc1	3.4	i	i	i	i	8	i	i	i	i	i
CN(c1nc2c(c(=O)n(C)c(=O)n2C)n1CC(=O)c1ccccc1)C1CCCCC1	0.1	i	i	i	i	-10	i	i	i	i	i
CC1=C(C(=O)Nc2ccccc2)C(c2ccco2)NC(=S)N1 (stereo unspecified)	-0.8	i	i	i	i	17	i	i	i	i	i

Structures above shown as hits in TRPC4 inh:
compound	TRPC4 inh	TRPC6 activator	PolyA inhibitor	AI-2 QS modul	TRPC4 act	TRPC4 PAM	MrgX1 ag	MrgX1 antagonist
O=C(NCCCN1CCOCC1)c1ccc(NC(=O)C2COc3ccccc3O2)cc1 (stereo unspecified)	-6*	i	i	-2	78*	i	i	i

The list goes on.
SMILES	HIF act	TRPC4 inh	MrgX1 allo act	TRPC6 activator	PolyA inhibitor	AI-2 QS modul	TRPC4 act	TRPC6 inhibitor	TRPC4 PAM	MrgX1 ag	MrgX1 antagonist
CCOC(=O)c1cc(NC(=O)c2cccnc2)ccc1N1CCOCC1	-1.2	i	i	i	i	-2	i	i	i	i	i
CSCC[C@H](NC(=O)OCc1ccccc1)C(=O)O	-0.1	i	i	i	i	20	i	i	i	i	i
COc1ccccc1-n1cc(C(=O)NCC(=O)N2CCN(c3ccccn3)CC2)c2ccccc2c1=O	0.5	i	i	i	i	13	i	i	i	i	i
CC(=O)Nc1ccc(S(=O)(=O)NCc2ccc(C)cc2)cc1	-0.3	i	i	i	i	20	i	i	i	i	i
O=C(CSc1ncn[nH]1)Nc1ccccc1Sc1ccc(Cl)cc1	0.0	i	i	i	i	15	i	i	i	i	i
CCOC(=O)c1cnn2c(C)cc(-c3ccccc3)nc12	1.6	i	i	i	i	4	i	i	i	i	i

Compound activity as filed in PubChem.
